GPT2 inh: Primary qHTS assay for inhibitors of Glutamate pyruvate transaminase 2 (GPT2) | Alanine aminotransferase 2 (Homo sapiens), Q8TD30 | Recombinant GPT2, coupled pyruvate oxidase/HRP Amplex Red fluorescence | Potency, µM (top dose mostly 57.7 µM), without a hit: at the highest dose activity change, negative = inhibition, actives largely listed as inhibitors | actives 0.25% (n = 100,000); note: potency is the fitted concentration of half-maximal effect; nearly all actives have a fitted effect of over 60% in size; many of its hits are not listed in these tables
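Recombinant GPT2 (10ng/uL) with 250uM a-KG and 2mM L-alanine, 30 min at room temperature, in HEPES pH 7.5 buffer. Pyruvate detected by pyruvate oxidase/HRP/Amplex Red fluorescence after 30 min in the dark; AOA (50uM) as positive control.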
Luciferase inh: Firefly luciferase inhibition profiling of diverse chemical library using quantitative high-throughput screening; actives 2.5% (n = 76,000); Potency, µM (series often up to 115 µM), without a hit: at the highest dose activity change, negative = inhibition, usual class: inhibitors; purified P. pyralis luciferase, luminescence, biochemical; note: potency is the fitted concentration of half-maximal effect; nearly all actives have a fitted effect of over 65% in size
Target sequence (P08659 whole entry, looked up): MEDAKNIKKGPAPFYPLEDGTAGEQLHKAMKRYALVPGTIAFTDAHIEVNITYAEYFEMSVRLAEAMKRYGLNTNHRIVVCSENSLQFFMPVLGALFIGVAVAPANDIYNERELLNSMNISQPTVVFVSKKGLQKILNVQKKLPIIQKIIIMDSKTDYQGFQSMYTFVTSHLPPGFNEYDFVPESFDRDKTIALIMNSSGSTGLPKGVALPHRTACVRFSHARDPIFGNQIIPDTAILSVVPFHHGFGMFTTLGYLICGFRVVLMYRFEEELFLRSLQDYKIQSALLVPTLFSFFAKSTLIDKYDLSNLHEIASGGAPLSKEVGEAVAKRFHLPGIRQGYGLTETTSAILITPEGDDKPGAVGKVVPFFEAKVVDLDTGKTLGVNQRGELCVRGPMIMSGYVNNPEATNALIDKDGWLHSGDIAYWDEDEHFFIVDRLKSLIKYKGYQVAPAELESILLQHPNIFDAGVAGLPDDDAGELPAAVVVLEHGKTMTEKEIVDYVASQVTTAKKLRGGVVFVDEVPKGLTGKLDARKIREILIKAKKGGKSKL
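FLuc 10nM, D-luciferin 10uM, ATP 10uM, Mg acetate 10mM, Tris acetate pH 7.5, Tween/BSA; cpd qHTS; enzyme added last; CCD luminescence.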
SNCA expr inhib: Primary qHTS assay for inhibitors of alpha-synuclein gene (SNCA) expression | Potency, µM (top dose mostly 57.2 µM), for inactives: at the top dose activity change, negative = inhibition, actives largely listed as inhibitors | actives 0.17% (n = 140,000) | HEK-293 SNCA-luciferase knock-in, luminescence, 24 h;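 note: potency is the fitted concentration of half-maximal effect; plate controls were DMSO cells for no effect and cell-free wells for full effect; nearly all actives have a fitted effect of over 45% in size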
SNCA viab count: GF-AFC viability counterscreen for inhibitors of alpha-synuclein gene (SNCA) expression; AID 1671193, 2021; HEK-293-SNCA-luc viability, GF-AFC fluorescence, 24 h; Potency, µM (titrated, usually from 57.1 µM), inactives show top-dose activity change, negative = cytotoxicity, most hits filed as cytotoxic; actives 0.12% (n = 150,000);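 note: potency is the fitted concentration of half-maximal effect; 0% = DMSO-treated cells and -100% = medium-only wells without cells; nearly all actives have a fitted effect of over 30% in size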
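HEK-293-SNCA-luc cells (1500/well) plated 24 h, then exposed 24 h to a dilution series; GF-AFC added 30 min at 37C, fluorescence 405/540 nm; normalised to medium-only and DMSO wells, Hill fit.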
IP6K1 inhibitor: Primary qHTS assay for small molecule inhibitors of Inositol hexaphosphate kinase 1 (IP6K1). activity change, % (series mostly up to about 58 µM). AID 1645851, 2021. IP6K1 kinase, ADP-Glo luminescence, 2 h; active compounds read low. actives 0.81% (n = 140,000). Inositol hexakisphosphate kinase 1 (Homo sapiens), Q92551; in the data active = activity change below about -25%
Target sequence (Q92551 whole entry, looked up): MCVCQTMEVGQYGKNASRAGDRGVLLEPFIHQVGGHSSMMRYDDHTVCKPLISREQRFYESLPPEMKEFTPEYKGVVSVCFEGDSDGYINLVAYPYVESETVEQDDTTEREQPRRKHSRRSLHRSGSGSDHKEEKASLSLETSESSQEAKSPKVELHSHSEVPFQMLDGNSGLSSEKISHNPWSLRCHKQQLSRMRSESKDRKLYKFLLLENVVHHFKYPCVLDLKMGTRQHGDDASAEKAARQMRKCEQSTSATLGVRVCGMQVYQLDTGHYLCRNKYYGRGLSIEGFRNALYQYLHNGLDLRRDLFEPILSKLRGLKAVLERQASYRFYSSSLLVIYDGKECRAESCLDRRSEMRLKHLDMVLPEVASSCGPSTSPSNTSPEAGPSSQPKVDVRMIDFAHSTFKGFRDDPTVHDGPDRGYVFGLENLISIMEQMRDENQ
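ADP-Glo luminescence measures ADP made by human IP6K1 during a 2 h RT reaction with ATP/IP6 (mix at 1.3 mM/130 uM); top library doses 57.5 and 19.1 uM final.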
HEK cytotox: Cytotoxic Profiling in HEK 293 Cell Line of Diverse Libraries Using Quantitative High-Throughput Screening; actives 6.6% (n = 94,000); Potency, µM (titrated, usually from 115 µM), for the others: top-dose activity change, negative = cytotoxicity, usual class: inhibitors; HEK 293 viability, ATP luminescence (CellTiter-Glo), 48-72 h; note: potency is the fitted concentration of half-maximal effect; nearly all actives have a fitted effect of over 60% in size
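HEK 293 cells seeded at 250 cells/well were exposed to compound for 48 or 72 hr at 37 degree Celsius. Viability taken as ATP content by CellTiter-Glo luminescence.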
NIH3T3 tox: Cytotoxic Profiling in NIH 3T3 Cell Line of Diverse Libraries Using Quantitative High-Throughput Screening; Potency, µM (doses to about 96.7 µM), for inactives: at the top dose activity change, negative = cytotoxicity, hits mostly inhibitors; NIH 3T3 viability, CellTiter-Glo ATP luminescence, 48-72 h; actives 4.3% (n = 94,000); AID 1345082, 2018; note: potency is the fitted concentration of half-maximal effect; nearly all actives have a fitted effect of over 55% in size
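Cells were seeded at 400 per well, treated with pin-transferred compound, and kept 48 or 72 hr at 37 °C before CellTiter-Glo addition and luminescence imaging of cellular ATP.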
An asterisk follows results filed as active; [ ] = another dose, or the depositor's remark. Unless noted, calls come from the whole dose curve; as a rule, active = well fitted curve in the direction sought with a large enough effect; inconclusive = small, poorly fitted or top-dose-only effect, or another doubt; inactive = no such curve, though single readings can be large; an effect the other way counts as inactive or inconclusive. Unless noted, % is set by controls: 0 for no effect and ±100 for the full control effect.

N#Cc1ccc(CN2CCCC(c3nc(-c4cccnc4)no3)CCNC(=O)CC2)cc1 (stereo not drawn) was read as GPT2 inh -8%, Luciferase inh 15%, SNCA expr inhib 27%, SNCA viab count -13%, IP6K1 inhibitor 25, HEK cytotox inconclusive and NIH3T3 tox -29%.
Cc1csc(S(=O)(=O)N2CCCC3(CCC(=O)N(CC4CC4)C3)C2)c1 (stereo not drawn) was read as GPT2 inh 1%, Luciferase inh -9%, SNCA expr inhib inconclusive, SNCA viab count -16%, IP6K1 inhibitor -18, HEK cytotox inconclusive and NIH3T3 tox inconclusive.
O=C(Cn1cc(S(=O)(=O)N2CCCC2)c(S(=O)(=O)N2CCCC2)c1)Nc1ccccc1 was read as SNCA expr inhib -14%, SNCA viab count 1% and IP6K1 inhibitor -6.
Screening CCC(=O)N1CC(N(Cc2ccccc2)C2CCOCC2)C1 returned GPT2 inh 1%, SNCA expr inhib 2%, SNCA viab count 16%, IP6K1 inhibitor -14, HEK cytotox -7% and NIH3T3 tox inactive.
COCCNC(=O)[C@@H]1C[C@H](Oc2ccccc2)CN1C(=O)c1cccn1C was read as GPT2 inh inactive, Luciferase inh -2%, SNCA expr inhib 0%, SNCA viab count 3%, IP6K1 inhibitor 7, HEK cytotox -1% and NIH3T3 tox 1%.
`COCCNC(=O)C1CCCN1Cc1cccc(-c2ccc(C)c(Cl)c2)c1` (stereo not drawn) gave IP6K1 inhibitor 16, HEK cytotox 40µM* and NIH3T3 tox 35µM*.
For COCCCNC(=O)c1cn2ccnc(-c3ccc(OC)cc3)c2n1 the results were GPT2 inh 3%, Luciferase inh -2%, SNCA expr inhib -1%, SNCA viab count -15%, IP6K1 inhibitor 19, HEK cytotox -27% and NIH3T3 tox -16%.
For CN(Cc1nc(COc2ccccc2)no1)CC1(N2CCOCC2)CCCCC1 the results were GPT2 inh -24%, Luciferase inh 0%, SNCA expr inhib -20%, SNCA viab count 2%, IP6K1 inhibitor 5, HEK cytotox inconclusive and NIH3T3 tox inconclusive.
Screening Cc1nn(CCC(=O)NCc2ccc(Cl)cc2)c(=O)c2nn(-c3ccccc3)c(C)c12 returned SNCA expr inhib inconclusive, SNCA viab count 2% and IP6K1 inhibitor 6.
COc1ccccc1CNC(=O)c1cc2cn(C3CC3)cc2s1 was read as GPT2 inh inactive, Luciferase inh -5%, SNCA expr inhib -14%, SNCA viab count 0%, IP6K1 inhibitor -9, HEK cytotox inconclusive and NIH3T3 tox -6%.
CCc1ccccc1NC(=O)Nc1c[nH]c(=O)[nH]c1=O was read as SNCA expr inhib 25%, SNCA viab count 2% and IP6K1 inhibitor 5.
For O=C(NC1CCN(c2cc(-c3ccc(F)cc3)[nH]n2)C1)c1ccc2[nH]ccc2c1 (stereo not drawn) the results were GPT2 inh inactive, Luciferase inh -28%, SNCA expr inhib inconclusive, SNCA viab count 8%, IP6K1 inhibitor 0, HEK cytotox inconclusive and NIH3T3 tox inconclusive.
O=C(O)c1ccc(-c2cnccn2)cc1 was read as GPT2 inh -9%[88.5 µM], SNCA expr inhib -14%[87.6 µM], SNCA viab count 4%[87.6 µM], IP6K1 inhibitor -22, HEK cytotox -3%[230 µM] and NIH3T3 tox 5%[174 µM].
Screening CN(C)CCN(C)[C@@H]1[C@H](O)[C@H](CO)O[C@@H]1CN(Cc1ccc(Cl)cc1)Cc1cccc(Cl)c1 returned GPT2 inh -9%, Luciferase inh -1%, SNCA expr inhib inconclusive, SNCA viab count inconclusive, IP6K1 inhibitor -7, HEK cytotox inconclusive and NIH3T3 tox 28µM*.
Cc1nn2c(c1-c1cccc3cn[nH]c13)N(C(=O)Cc1ccccc1)CCC2 was read as GPT2 inh inactive, Luciferase inh -3%[172 µM], SNCA expr inhib 2%[87.6 µM], SNCA viab count -12%[87.6 µM], IP6K1 inhibitor 24, HEK cytotox -26%[172 µM] and NIH3T3 tox 45µM*.
Screening O=C(c1nnn2cc(-c3ccccc3)[nH]c(=O)c12)N1CCN(C2CCCCC2)CC1 returned GPT2 inh inactive, Luciferase inh -4%, SNCA expr inhib 8%, SNCA viab count 7%, IP6K1 inhibitor -12, HEK cytotox 3% and NIH3T3 tox 0%.
`CCCN1CCC2(CCN(C(=O)Nc3ccc(Cl)cc3)CC2)Oc2ccccc21` gave GPT2 inh inactive, Luciferase inh -2%, SNCA expr inhib 42%[activator], SNCA viab count -2%, IP6K1 inhibitor -7, HEK cytotox inconclusive and NIH3T3 tox inconclusive.
Screening CCc1nc2c(c(-c3ccc(Cl)cc3)n1)CCN(C(=O)c1ccc(C(F)(F)F)cc1)CC2 returned GPT2 inh inactive, Luciferase inh 0%, SNCA expr inhib -16%, SNCA viab count -9%, IP6K1 inhibitor -1, HEK cytotox inconclusive and NIH3T3 tox inconclusive.
`CCCN1CCCC2(CCN(C(=O)c3cc(CC)[nH]c(=O)c3)C2)C1=O` (stereo not drawn) gave GPT2 inh inconclusive, Luciferase inh -5%, SNCA expr inhib 19%, SNCA viab count -8%, IP6K1 inhibitor 18, HEK cytotox -6% and NIH3T3 tox -3%.
O=c1c(=O)n(Cc2ccc(Cl)cc2)ccn1Cc1ccc(F)cc1 was read as SNCA expr inhib -8%, SNCA viab count 7% and IP6K1 inhibitor -13.
For O=C(CSc1nc2c(c(=O)[nH]1)CN(Cc1ccc(F)cc1)CC2)Nc1ccccc1Cl the results were SNCA expr inhib -14%, SNCA viab count -5% and IP6K1 inhibitor 13.
For C=C[C@]1(C)C[C@H](O)[C@H]2C(=C)C(=O)O[C@@H]2[C@H]1C(=C)CO the results were GPT2 inh inactive, SNCA viab count -17% and IP6K1 inhibitor 0.
For CCOc1ccc(C2C(C(=O)Nc3ccc(OC)cc3)=C(C)Nc3nc(SCc4ccc(Cl)cc4)nn32)cc1 (stereo not drawn) the results were SNCA expr inhib 21%, SNCA viab count 0% and IP6K1 inhibitor 18.
`CC(C)N(Cc1nc(-c2ccc(Cl)cc2)no1)C(=O)c1ccc(C(C)(C)C)cc1` gave SNCA expr inhib -6%, SNCA viab count 0% and IP6K1 inhibitor 2.
For Cc1ccccc1C(=O)N1CCC(c2nn(Cc3ccccc3)c(=O)[nH]2)CC1 the results were GPT2 inh 1%, Luciferase inh -5%, SNCA expr inhib -14%, SNCA viab count 10%, IP6K1 inhibitor 5, HEK cytotox 1% and NIH3T3 tox -9%.
Cc1nn(-c2ccccc2)c2c1N(CCCC(=O)NCc1ccccc1)C(=O)CS2 was read as SNCA expr inhib -13%, SNCA viab count -25% and IP6K1 inhibitor -9.
`O=C(NCCc1noc(-c2ccncc2)n1)NC1CCCCC1` gave GPT2 inh inactive, Luciferase inh -21%, SNCA expr inhib 1%, SNCA viab count -29%[12.5 µM], IP6K1 inhibitor -1, HEK cytotox -4% and NIH3T3 tox -47%.
For Cc1ccc(-c2cc3c(=O)n(CCNC(=O)Cc4ccc(Cl)cc4)ccn3n2)cc1C the results were GPT2 inh inactive, Luciferase inh -11%, SNCA expr inhib 34%[activator], SNCA viab count 2%, IP6K1 inhibitor -16, HEK cytotox -26% and NIH3T3 tox -12%.
Screening CN1CCN(C(=O)c2ccc(-c3ccc(N4CCSCC4)nc3)cc2)CC1 returned GPT2 inh inactive, Luciferase inh 35µM*, SNCA expr inhib 65%[activator], SNCA viab count -12%, IP6K1 inhibitor -11, HEK cytotox inconclusive and NIH3T3 tox inconclusive.
CN1CCC2(CCC1=O)CN(Cc1nc(C(N)=O)no1)CCN2C (stereo not drawn) was read as GPT2 inh 3%, Luciferase inh 0%, SNCA expr inhib -24%, SNCA viab count -4%, IP6K1 inhibitor 10, HEK cytotox -13% and NIH3T3 tox 3%.
Screening COc1ccc(CN2CC[C@H](c3nc(C)no3)[C@H](NC(=O)C3CC3)C2)cc1 returned GPT2 inh inactive, Luciferase inh 2%, SNCA expr inhib 1%, SNCA viab count -8%, IP6K1 inhibitor 21, HEK cytotox 2% and NIH3T3 tox 0%.
`O=C(CCc1nc2ccccc2s1)N1CCC(c2noc(C3CC3)n2)C1` (stereo not drawn) gave GPT2 inh 1%, Luciferase inh 4%, SNCA expr inhib -22%, SNCA viab count -3%, IP6K1 inhibitor -5, HEK cytotox -5% and NIH3T3 tox -18%.
`CCNC(=O)Cc1ccc(N(Cc2ccc(C)cc2)C(=O)c2ccco2)cc1` gave GPT2 inh inactive, Luciferase inh -2%, SNCA expr inhib -4%, SNCA viab count -11%, IP6K1 inhibitor -14, HEK cytotox -22% and NIH3T3 tox -24%.
Screening CCNC(=O)N1C[C@@H](Oc2ccccc2)C[C@H]1C(=O)N1CCOCC1 returned GPT2 inh inactive, Luciferase inh 1%, SNCA expr inhib -3%, SNCA viab count 8%, IP6K1 inhibitor -2, HEK cytotox inactive and NIH3T3 tox inactive.
For O=C(NC1CCCCC1)C1CCCN(Cc2cccc(-c3cccs3)c2)C1 (stereo not drawn) the results were GPT2 inh 3%, SNCA expr inhib -22%, SNCA viab count -14%, IP6K1 inhibitor 0, HEK cytotox inconclusive and NIH3T3 tox 28µM*.
Screening CCN(c1ccccc1)S(=O)(=O)c1c(-c2ccc(C)cc2)csc1C(=O)OC returned SNCA expr inhib -15%, SNCA viab count 15% and IP6K1 inhibitor -10.
`CCOc1cc(C(=O)NCc2ccc3c(c2)CCN3C(=O)CC)cc(OCC)c1OCC` gave SNCA expr inhib -8%, SNCA viab count 11% and IP6K1 inhibitor -5.
O=C(c1cc(C2CC2)nc2onc(C3CCNC3)c12)N1CCC(F)CC1 (stereo not drawn) was read as GPT2 inh inactive, SNCA expr inhib -22%, SNCA viab count -2%, IP6K1 inhibitor -6, HEK cytotox -1% and NIH3T3 tox -10%.

A draw from above in order of number of heavy atoms, rising:
O=C(c1cc(C2CC2)nc2onc(C3CCNC3)c12)N1CCC(F)CC1 (stereo not drawn) was read as GPT2 inh inactive, SNCA expr inhib -22%, SNCA viab count -2%, IP6K1 inhibitor -6, HEK cytotox -1% and NIH3T3 tox -10%.
Cc1nn(-c2ccccc2)c2c1N(CCCC(=O)NCc1ccccc1)C(=O)CS2 was read as SNCA expr inhib -13%, SNCA viab count -25% and IP6K1 inhibitor -9.
For CCOc1ccc(C2C(C(=O)Nc3ccc(OC)cc3)=C(C)Nc3nc(SCc4ccc(Cl)cc4)nn32)cc1 (stereo not drawn) the results were SNCA expr inhib 21%, SNCA viab count 0% and IP6K1 inhibitor 18.

An excerpt; rates above refer to the full screens.
